# Source: PubChem (several laboratories)
# Ba/F3 V617F tox = loss of viability in JAK2V617F-driven Ba/F3 cells; Ba/F3 EpoR-JAK2V617F viability, ATP luminescence; inhibition, % at 5.6 µM; hit rate 1.1% among 220,000; AID 1446;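 active = inhibition above the campaign mean plus 3 SD over all tested compounds, cut at about 24% in these data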;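 note: cytokine-independent growth of Ba/F3 cells driven by EpoR plus mutant JAK2; 0% = DMSO-treated cells and 100% = JAK inhibitor I control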
# Runt-CBFb FRET = blocks binding of human RUNX1 Runt domain to CBFb; inhibition, % at 20 µM; Q01196+Q13951; hit rate 0.46% among 220,000; Cerulean-Runt/Venus-CBFb FRET ratio 530/480, 1 h;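 active = inhibition over about 50% at 20 µM in the single-dose screen, limit read from the data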;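 note: 0% = DMSO wells and 100% = excess unlabeled CBFb competitor control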
#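 Assay system: Cerulean-tagged RUNX1 Runt domain (FRET donor) fusion protein / Amount: 100 nM each of Venus-CBFb and Cerulean-Runt domain / Medium: Tris buffer pH 7.5 with salts and BSA / Also added: Venus-CBFb 100 nM / Schedule: 1 h complex formation plus 1 h compound treatment, room temperature / Signal: FRET fluorescence / Read-out: loss of energy transfer signal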
# NPY1 pot ag = human NPY-Y1 potentiation or agonism, primary screen; P25929; NPY-Y1 expressing cells, potentiator/agonist activation; activation, % at 3.6 µM; hit rate 0.37% among 220,000; in the data active = activation above about 33%, passing the limit was not always enough;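 note: cells stimulated with NPY at EC10 then isoproterenol at EC100; 0% = low agonist plus stimulus and 100% = saturating agonist plus stimulus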
# Target sequence (P25929 whole entry, looked up): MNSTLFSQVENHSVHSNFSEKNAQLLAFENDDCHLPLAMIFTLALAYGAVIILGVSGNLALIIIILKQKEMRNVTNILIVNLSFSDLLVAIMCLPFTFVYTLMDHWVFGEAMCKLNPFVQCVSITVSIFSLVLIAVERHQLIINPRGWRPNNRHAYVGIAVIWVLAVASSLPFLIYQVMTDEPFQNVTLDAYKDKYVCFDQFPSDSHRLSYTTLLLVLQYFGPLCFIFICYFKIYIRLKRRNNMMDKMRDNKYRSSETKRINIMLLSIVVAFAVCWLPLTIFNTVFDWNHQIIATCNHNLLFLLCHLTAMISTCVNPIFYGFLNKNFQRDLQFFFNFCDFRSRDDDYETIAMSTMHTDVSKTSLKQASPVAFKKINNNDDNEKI
# NPY Y1 blocker = NPY-Y1 (human) receptor antagonism; P25929; HEK293-CNG Y1 cells, membrane potential fluorescence; NPY at EC95, then isoproterenol; inhibition, % at 3.6 µM; hit rate 1% among 200,000; AID 1040;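 active = inhibition above the campaign mean inhibition of all tested compounds plus 3 SD, cut at about 20% in these data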;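 note: 0% = DMSO wells given NPY plus isoproterenol and 100% = isoproterenol alone without NPY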
#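 Material: HEK293 cells co-expressing NPY Y1 receptor and cyclic-nucleotide gated channel. Timing: compound incubation 1 h at room temperature, readout 45 min post-stimulation. Signal: fluorescence, membrane potential probe.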
# NPY-Y2 PAM-ag = potentiators or agonists of human neuropeptide Y receptor Y2 | hit rate 0.45% among 220,000 | cells expressing NPY-Y2, potentiator/agonist read-out | activation, % at 3.6 µM | AID 1359; in the data active = activation above about 27%;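 note: cells stimulated with NPY near EC25 plus isoproterenol at EC100; 0% = vehicle plus submaximal agonist and 100% = vehicle plus saturating agonist; some results beyond the cut were filed as inactive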
# Target sequence (P49146 whole entry, looked up): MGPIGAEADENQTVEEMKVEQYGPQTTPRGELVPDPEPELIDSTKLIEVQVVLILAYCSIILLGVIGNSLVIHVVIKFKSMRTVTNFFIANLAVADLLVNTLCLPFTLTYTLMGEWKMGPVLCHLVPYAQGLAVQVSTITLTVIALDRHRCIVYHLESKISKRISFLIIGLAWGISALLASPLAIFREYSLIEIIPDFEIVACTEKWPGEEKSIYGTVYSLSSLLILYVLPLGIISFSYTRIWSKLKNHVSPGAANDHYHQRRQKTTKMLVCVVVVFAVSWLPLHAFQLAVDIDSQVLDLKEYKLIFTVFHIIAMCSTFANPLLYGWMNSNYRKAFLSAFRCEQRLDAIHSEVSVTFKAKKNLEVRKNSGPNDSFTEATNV
# S1P4 antagonist = antagonists of human S1P4 receptor; hit rate 0.26% among 220,000; O95977; S1P4-expressing cells, antagonist mode, reporter read-out; inhibition, % at 4.98 µM; in the data active = inhibition above about 29%;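 note: 0% = wells stimulated with agonist and 100% = vehicle wells without agonist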
# BaF3 parental = counter-screen for JAK2V617F inhibitors: parental Ba/F3 viability inhibitors; CellTiter-Glo ATP luminescence; inhibition, % at 5.6 µM; hit rate 1.1% among 220,000; AID 1486;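 active = inhibition above a per-campaign cutoff, the mean inhibition of all tested compounds plus 3 SD, cut at about 27% in these data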;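 note: 0% = DMSO wells and 100% = JAK Inhibitor I control wells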
# S1P4 agonist = agonists of human S1P4 receptor | activation, % at 4.98 µM | S1P4-expressing cell line, agonist reporter assay | AID 1509 | hit rate 0.35% among 220,000 | O95977; in the data active = activation above about 11%;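 note: 0% = DMSO vehicle and 100% = reference agonist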
# RBBP9 inh = human RBBP9 hydrolase inhibition; recombinant RBBP9, FP-Rh probe fluorescence polarization; hit rate 0.2% among 220,000; inhibition, % at 7.94 µM; O75884;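 active = inhibition above the campaign mean of all tested compounds plus 3 SD, cut at about 14% in these data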;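 note: plate controls were DMSO wells with RBBP9 for no effect and wells lacking RBBP9 protein for full effect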
# Target sequence (O75884 whole entry, looked up): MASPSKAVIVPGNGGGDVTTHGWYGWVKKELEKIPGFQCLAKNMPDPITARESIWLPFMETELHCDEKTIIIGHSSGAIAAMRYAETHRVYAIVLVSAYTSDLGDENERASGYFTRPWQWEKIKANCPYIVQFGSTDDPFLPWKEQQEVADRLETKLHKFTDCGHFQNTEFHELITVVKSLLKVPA
#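 Test system: recombinant human RBBP9. Quantity: 2.5 µM RBBP9 dispensing solution, before mixing. Detection: FP readout at 525/598 nm. Reagent: Serine-hydrolase probe FP-Rh, 375 nM pre-mixing. Measure: % inhibition. Control set: DMSO-treated enzyme wells and wells lacking RBBP9. Buffer or medium: Tris-NaCl-Pluronic buffer, pH 8.0. Times: preincubation 30 min plus labeling 45 min at 25 °C.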
# Starred values were filed as active, the others as inactive; . = not tested or not shown. Compounds as they come; about 3.6% have a hit in one of these screens.
SMILES,Ba/F3 V617F tox,Runt-CBFb FRET,NPY1 pot ag,NPY Y1 blocker,NPY-Y2 PAM-ag,S1P4 antagonist,BaF3 parental,S1P4 agonist,RBBP9 inh
O=C(COC(=O)c1cccc2ccccc12)NCCCc1ccccc1,-1,-2,-27,11,-6,2,3,-0.4,-5
CN1C[C@@H]2C[C@@H](c3ccc(C#CC(C)(C)O)s3)N3CCC[C@@]23C1=O,-4,-1,12,-2,-1,-8,1,1.3,-7
O=C(CCC1CCCN(C(=O)c2ccncc2)C1)NCc1ccc(F)c(F)c1 (configuration not stated),-2,1,-2,-4,-20,-2,1,0.5,-4
CN(C)C=NC(=O)c1ccc([N+](=O)[O-])c(CS(=O)(=O)c2ccc(Cl)cc2)c1,-3,1,25,4,-2,-1,1,-2.0,-8
Cc1cc2cc(CNC(=S)NC3CCCCC3)ccc2n1C,-1,-7,-15,9,-8,-26,2,0.6,-8
Cc1cc(OCCOc2cccc3cccnc23)cc(C)c1Cl,1,2,-68,7,-17,-10,5,3.0,0
CC(=O)Nc1cc(Cl)c(N=Cc2ccc(O)cc2O)cc1Cl,3,13,10,3,-6,-9,10,-1.4,7
CCOC(=O)COc1c(/C=N\OC)cc(Cl)cc1OC,3,0,-14,5,-2,-1,2,1.6,-7
CCS(=O)(=O)N1CCN(c2ccccn2)CC1,-1,2,8,3,4,-2,3,1.4,-3
COC(=O)c1ccc(OCC2c3cc(OC)c(OC)cc3CCN2C(=O)C2CC2)cc1 (configuration not stated),-5,1,-8,16,3,7,1,-1.2,6
CCOC(=O)CSC1=Nc2ccccc2C2=NC(CC(=O)NCc3cccs3)C(=O)N12 (configuration not stated),5,0,-20,-3,-5,-5,8,2.5,1
CCOc1cc2[nH]c(=O)n(CCCC(=O)NCc3ccc(OC)cc3)c(=O)c2cc1OCC,-3,-2,8,-4,4,-17,-1,-1.1,9
O=S(=O)(c1ccccc1)c1nc(-c2cccs2)oc1NCCCn1ccnc1,-5,0,-19,4,2,-16,-1,-0.3,-4
N=c1c2c(-c3ccccc3)c(-c3ccccc3)n(Cc3ccccc3)c2ncn1CCO,27*,-4,-100,61*,-25,4,4,-1.9,-4
COc1ccc(Cl)cc1Nc1nc(C)cc(=O)[nH]1,0,2,8,-3,2,-10,5,-0.9,1
Cc1noc(/C=C/N(C)C)c1S(=O)(=O)N(C)CC(=O)N1CCc2ccccc21,-2,-1,-22,7,-4,-15,2,1.8,-8
Cc1ccc(CNC(=O)CCc2nnc(Cc3ccc(-c4ccccc4)cc3)o2)o1,1,1,10,-3,0,3,2,0.8,-5
CC1CCN(c2c(NCC3CCC(C(=O)N4CCCC(C)C4)CC3)c(=O)c2=O)CC1 (configuration not stated),-3,2,5,4,-5,-12,1,1.3,-2
FC(F)(F)c1nnc2ccc(N3CCCCCC3)nn12,-2,-4,-3,2,1,-7,1,-0.3,1
COc1ccccc1NC(=O)c1nnn(Cc2ccccc2)c1NC(=O)C(F)(F)F,13,2,6,1,1,-8,7,2.0,-8
CCOC(=O)c1sc2ccc(S(=O)(=O)N3CCOCC3)cc2c1N,2,-5,-3,0,1,-18,5,0.0,-5
CCOC(=O)C1(Cc2ccccc2)CCCN(C2CCCC2)C1 (configuration not stated),4,0,-1,17,-23,-3,10,0.1,3
O=C(O)CN1C(=O)CCS(=O)c2ccccc21 (configuration not stated),1,0,-15,-6,-7,1,1,0.0,-7
Cc1cc([N+](=O)[O-])nn1Cc1ccc(C(=O)N/N=C/c2ccc(F)cc2)cc1,1,1,-19,.,-18,-2,-2,0.8,-14
COc1cccc2cc(C(C)N(CCCN3CCOCC3)C(=S)Nc3ccc(C)cc3)oc12 (configuration not stated),4,-2,-24,6,-2,-1,8,-1.4,-2
Cc1cc(=O)oc(C)c1C(=O)NCCCN1CCN(c2ccccc2F)CC1,-3,2,-4,0,-16,-3,4,0.1,-5
S=C(Nc1ccc2nc(-c3ccccn3)c(-c3ccccn3)nc2c1)N1CCOCC1,5,-9,-16,5,-15,-5,9,-1.1,-3
CCOC(=O)c1c(=O)n(O)c2ccc(C)cc2[n+]1[O-],3,-26,-5,0,-9,10,6,0.4,-7
COc1cc2c(cc1NC(=O)C(C)OC(=O)c1ccc(S(=O)(=O)Nc3ccccc3Cl)cc1)oc1ccccc12 (configuration not stated),-3,-7,-1,3,-14,-1,0,-0.7,-1
CC(NC(=O)c1ccco1)C(=O)N1CCc2ccccc2C1 (configuration not stated),3,2,8,8,-15,9,6,-1.1,-9
N#C/C(=C\c1ccco1)C(=O)NCc1ccccc1,1,-1,1,0,-8,-20,2,0.8,-8
O=C(NC1CCCCC1)C1c2ccccc2C(=O)N1Cc1ccco1 (configuration not stated),2,2,24,3,-6,-17,5,1.4,2
Cc1ccc(-c2c(C(=O)O)c(C(=O)O)c3n2CCC3)cc1,3,1,4,7,-4,-3,7,1.0,-1
Cc1[nH]c2ccccc2c1/C=N/NC(=O)c1cccc([N+](=O)[O-])c1,-4,-1,2,5,-4,-16,2,-3.7,8
COC(=O)c1cc(NS(=O)(=O)c2ccc(NCc3cccnc3)c([N+](=O)[O-])c2)cc(C(=O)OC)c1,-1,-4,14,5,-3,-10,6,-1.4,1
O=C(COc1ccc(S(=O)(=O)Nc2ccccc2)cc1)NCc1cccnc1,5,0,-1,2,-2,14,10,-2.5,-5
O=C(O)c1cccc(-c2nc3ccccc3[nH]2)c1,0,1,15,-2,-1,-10,1,1.9,-5
Cc1ccc2cc(CN(c3ccccc3)S(=O)(=O)c3ccccc3)c(=O)[nH]c2c1,-3,1,-7,.,-7,-4,1,-0.5,1
COc1ccc(C(=O)NCC(=O)OCC(=O)Nc2cc([N+](=O)[O-])ccc2F)cc1,-1,.,8,1,-3,-2,3,0.3,-1
Fc1ccc(-n2nnc(-c3cccnc3)n2)cc1,1,0,-5,7,1,12,0,-1.7,-6
O=[N+]([O-])c1cccc(-c2nnc(C3CC3)o2)c1,-6,0,6,.,0,0,35*,-0.3,-5
Cc1ccc(Nc2c([N+](=O)[O-])c(=O)n(C)c3ccccc23)cc1C,6,0,-1,11,-14,-1,3,-0.1,-4
Cc1cc(C)c(C)c(S(=O)(=O)NCC(=O)O)c1C,-1,2,6,1,-22,-5,1,-2.0,-6
Cc1ccccc1N(CC(=O)N/N=C/c1ccc(Cl)cc1)C(=O)c1ccccc1,0,-2,4,5,-4,-20,6,-3.5,-6
CCCOC(=O)CSc1nc(N)c(C#N)c(-c2ccco2)c1C#N,-1,.,-17,12,-12,-14,5,1.9,-5
CCN1C(=O)C(O)(C2COC(C)(C)CC2=O)c2cc(Br)ccc21 (configuration not stated),22,1,-5,5,-2,-27,33*,1.1,-7
COc1cc([N+](=O)[O-])ccc1-c1ccc(/C=N/NC(=O)OC(C)(C)C)o1,0,-71,25,.,7,-9,-1,-0.8,-7
CC(NC(=O)Cc1cccs1)C(c1cccs1)N1CCN(c2ccccc2)CC1 (configuration not stated),-3,.,-22,3,-8,-9,2,-1.8,-3
Cc1ccc(SCCCCN2CCNCC2)cc1,3,0,-27,16,-7,2,11,-1.1,-2
CCOC(=O)c1ccc(N2C(=O)CC(N3CCC(Nc4ccc(F)cc4)CC3)C2=O)cc1 (configuration not stated),4,2,-11,-4,-18,-3,49*,1.4,-38
COc1ccc(OC)c2[nH]c(=O)c(CCNS(=O)(=O)c3ccccc3)cc12,2,-1,-6,11,-3,-1,6,1.4,-4
COC(=O)c1c(-c2c(Cl)cccc2Cl)noc1C(=O)NNC(=O)N(C)C,-5,3,8,.,-2,-9,4,1.0,-2
CN(C)C=NC(=O)c1cc(C(=O)c2ccccc2)c[nH]1,2,1,-3,-5,-6,4,5,-0.5,-4
Cc1ccc(-n2nc(C)c3c2OC(N)=C(C#N)C3c2ccoc2)cc1 (configuration not stated),-4,5,7,14,-4,-2,-2,1.4,7
CC1CCCN(c2nc3ccccc3nc2C(C#N)C(=O)OC2CCCCC2)C1 (configuration not stated),-4,-1,5,3,9,-18,1,-0.8,-3
CC[C@]12CCCN3CCc4c(n(c5ccccc45)C(=O)C1)C32 (some centres not stated),-3,1,7,.,7,-17,-1,2.2,-4
CC(=O)c1cccc(NC(=O)COc2ccccc2C(=O)c2cc(C#N)c(=O)n(C3CCCCC3)c2)c1,3,-3,-12,0,-20,-4,4,-0.8,1
CCOc1ccc2nc(NC(=O)Nc3ccccc3)sc2c1,7,1,26,-6,27,1,11,0.3,-4
Clc1ccc(CN2CCN(c3ncnc4scc(-c5cccs5)c34)CC2)cc1,0,-2,-35,17,-15,1,8,3.2,-3
O=C(Cc1ccccc1[N+](=O)[O-])Nc1ccc2c(c1)OCO2,3,1,-4,-2,2,-5,0,-0.1,-14

# (more compounds)
SMILES,Ba/F3 V617F tox,Runt-CBFb FRET,NPY1 pot ag,NPY Y1 blocker,NPY-Y2 PAM-ag,S1P4 antagonist,BaF3 parental,S1P4 agonist,RBBP9 inh
CC(=O)N1N=C(c2cccs2)CC1c1ccc(C)o1 (configuration not stated),-1,1,13,3,17,-12,5,1.2,-4
c1ccc(-c2nc(-c3nccc4ccccc34)oc2-c2ccccc2)cc1,-4,1,-10,.,-10,5,1,1.8,6
COc1cc(Sc2ccc(C)cc2)c(OC)cc1N,-4,9,8,-2,21,-15,1,1.4,8
CCC(=O)N(Cc1ccc(S(N)(=O)=O)cc1)C1CC(=O)N(c2ccccc2)C1=O (configuration not stated),2,0,-3,-1,-9,-9,2,0.5,-4
Cc1sc2ncnc(N)c2c1C,-2,6,11,.,5,-21,2,-0.9,0
C/C(=N\NC(=O)CC#N)C1COc2ccccc2O1 (configuration not stated),-2,0,16,4,7,-19,3,0.3,-10
COC(=O)c1cc2sc(Cl)cc2n1Cc1nc(-c2ccccc2)oc1C,-1,0,6,7,-7,-16,4,3.9,-8
S=c1[nH]nc(Cc2cccs2)n1-c1ccccc1,-1,1,8,-3,5,11,0,0.6,0
CCN1CCC(NC(=O)Nc2ccc(F)cc2)CC1,-3,0,-6,0,-25,-1,-3,0.9,-3
COc1ccccc1C1=NN(C2=NN=C(N)Cc3ncnn32)C(O)(C(F)(F)F)C1 (configuration not stated),4,2,-7,11,-3,2,10,0.2,-4

# Sorted by the number under NPY Y1 blocker (largest number first): three from the list above.
SMILES	Runt-CBFb FRET	NPY1 pot ag	NPY Y1 blocker	NPY-Y2 PAM-ag	S1P4 antagonist	S1P4 agonist	RBBP9 inh
COc1ccccc1C1=NN(C2=NN=C(N)Cc3ncnn32)C(O)(C(F)(F)F)C1 (configuration not stated)	2	-7	11	-3	2	0.2	-4
COC(=O)c1cc2sc(Cl)cc2n1Cc1nc(-c2ccccc2)oc1C	0	6	7	-7	-16	3.9	-8
C/C(=N\NC(=O)CC#N)C1COc2ccccc2O1 (configuration not stated)	0	16	4	7	-19	0.3	-10
